High-throughput results as filed in PubChem BioAssay.
MEP2-GFP yeast: alters MEP2-GFP fluorescence in TOR pathway yeast screen | S. cerevisiae MEP2-GFP strain, flow cytometry GFP, 3 h; 100% = DMSO control level | GFP response vs DMSO, % at 10 µM | 330,000 tested, 0.51% active | AID 2016;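 active = GFP response versus DMSO above a set limit, roughly screen mean plus 3 SD, cut at about 180% in these data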;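 also: median GFP fluorescence of the barcode-gated MEP2-GFP cells per well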
proCasp3 act: procaspase-3 (human) activation. P42574. recombinant procaspase-3 D3A, Ac-DEVD-pNA absorbance 405 nm. activation, % at 8.5 µM. 330,000 tested, 0.11% active. AID 463141;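 active = activation above the mean of all tested compounds plus 3 SD, cut at about 21% in these data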;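 also: 0% = DMSO alone and 100% = DMSO wells spiked with extra 5 µM PC-3 D3A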
Target sequence (P42574 whole entry D9A/D28A/D175A): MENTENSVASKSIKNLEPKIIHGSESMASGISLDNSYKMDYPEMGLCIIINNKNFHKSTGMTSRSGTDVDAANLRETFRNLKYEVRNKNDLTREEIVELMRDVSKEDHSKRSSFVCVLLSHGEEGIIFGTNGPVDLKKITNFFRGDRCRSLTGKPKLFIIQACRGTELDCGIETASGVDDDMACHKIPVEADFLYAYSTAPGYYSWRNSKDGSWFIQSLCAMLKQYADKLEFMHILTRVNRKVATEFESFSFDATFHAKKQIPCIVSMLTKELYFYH
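material = Procaspase-3 D3A mutant | probe or stimulus = Ac-DEVD-pNA | compound = single dose, 8.5 µM nominal compound, 0.8% DMSO | timing = 1 h preincubation, 2 h reaction | measured by = 405 nm absorbance of p-nitroaniline, reads at 0 and 120 min | benchmarks = DMSO-only low control, 5 µM PC-3 D3A high control | repeats = singlicate, each compound tested once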
AHR act: activates the human aryl hydrocarbon receptor; AHR-responsive luciferase reporter cells, luminescence; 320,000 tested, 2.5% active; activation, % at 5 µM; P35869; AID 2796; in the data active = activation above about 47%;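 also: 0% = vehicle wells and 100% = reference agonist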
GASC-1 inh: inhibitors of human GASC-1 (JMJD2C) demethylase | Q9H3R0 | GST-JMJD2C(1-420) H3K9me3 demethylation, DELFIA europium | inhibition, % at 2.35 µM | 330,000 tested, 0.069% active;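 active = more than half of a compound's replicate wells show inhibition beyond 50%, single wells judged on their own value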;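 also: signal counts dimethyl H3K9 product captured on neutravidin plate; 0% = median of DMSO wells and 100% = 0.3 times that DMSO median; strong numbers were not always called active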
Target sequence (Q9H3R0 1-420 limits assumed): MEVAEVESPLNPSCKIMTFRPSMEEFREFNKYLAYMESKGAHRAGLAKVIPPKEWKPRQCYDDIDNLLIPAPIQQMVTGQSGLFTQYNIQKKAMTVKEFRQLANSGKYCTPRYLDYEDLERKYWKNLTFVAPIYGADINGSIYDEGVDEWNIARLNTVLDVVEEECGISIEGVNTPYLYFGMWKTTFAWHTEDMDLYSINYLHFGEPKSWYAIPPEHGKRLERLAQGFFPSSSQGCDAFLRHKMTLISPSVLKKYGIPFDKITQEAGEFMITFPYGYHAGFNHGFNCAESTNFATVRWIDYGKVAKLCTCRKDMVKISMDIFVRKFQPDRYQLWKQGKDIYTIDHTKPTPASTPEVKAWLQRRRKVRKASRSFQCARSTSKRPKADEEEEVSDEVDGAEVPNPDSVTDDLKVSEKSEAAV
Yeast superoxide: caloric restriction mimetics inhibiting age-related superoxide in yeast; superoxide response (% of plate mean), % at 10 µM; AID 2690; S. cerevisiae aged cells, superoxide DHE fluorescence; hits give low values; 330,000 tested, 0.18% active;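 active = superoxide response under a set limit, about three screen SD below normal, cut at about 65% in these data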;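 also: yeast aged for seven days with compound at 30 °C before DHE staining; 100% = average MFI of all compound-treated wells on the plate with controls excluded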
proCasp7 act: counter-screen: procaspase-7 (human) activation; recombinant procaspase-7, Ac-DEVD-pNA absorbance 405 nm; D23A/D198A/D206A triple mutant, cannot self-cleave; scale: DMSO 0, 5 µM enzyme 100; activation, % at 8.5 µM; 330,000 tested, 0.093% active; P55210; AID 463210;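 active = percent activation above the screen-wide mean plus 3 SD, cut at about 25% in these data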
Target sequence (P55210 whole entry D23A/D198A/D206A): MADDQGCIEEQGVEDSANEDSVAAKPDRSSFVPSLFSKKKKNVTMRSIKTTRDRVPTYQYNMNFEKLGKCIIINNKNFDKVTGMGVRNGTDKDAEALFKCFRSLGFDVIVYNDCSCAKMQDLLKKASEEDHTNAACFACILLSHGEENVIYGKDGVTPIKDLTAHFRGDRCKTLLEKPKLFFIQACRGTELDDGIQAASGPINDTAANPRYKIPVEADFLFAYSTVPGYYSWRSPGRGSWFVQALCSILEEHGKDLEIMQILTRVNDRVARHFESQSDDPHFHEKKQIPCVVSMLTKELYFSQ
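Assay system: Uncleavable procaspase-7 mutant enzyme | Input: 2 µM procaspase-7 mutant as dispensed | Timing: 1 h compound preincubation, 2 h substrate cleavage, 25 °C | Repeats: One well per compound | Control set: DMSO wells as 0%, DMSO with 5 µM added PC-7 as 100% | Technique: Epi-absorbance of released pNA at 405 nm, two timepoints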
LAP4-GFP MLPCN: modulators of TOR pathway LAP4-GFP in S. cerevisiae; S. cerevisiae LAP4-GFP multiplex, flow cytometry GFP, 3 h; median GFP as percent of DMSO wells; AID 2023; 320,000 tested, 0.34% active; GFP response vs DMSO, % at 10 µM;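 active = GFP response vs DMSO above a set limit, about the screen mean plus 3 SD, cut at about 150% in these data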
RPL19A-GFP yeast: yeast TOR pathway RPL19A-GFP modulation; 330,000 tested, 0.3% active; percent response vs DMSO, % at 10 µM; S. cerevisiae RPL19A-GFP strain, flow cytometry, 3 h; hits give low values; AID 2025;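 active = percent response vs DMSO below 50%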;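 also: median channel GFP fluorescence of the barcoded RPL19A-GFP strain; ratio of sample median GFP to plate DMSO average so 100% = DMSO; lower means less RPL19A-GFP as with rapamycin TOR inhibition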
* hit, by the source's call; . = no result given; [ ] = dose if it differs, or a comment.

SMILES	MEP2-GFP yeast	proCasp3 act	AHR act	GASC-1 inh	Yeast superoxide	proCasp7 act	LAP4-GFP MLPCN	RPL19A-GFP yeast
CC/C(=N/NC(=O)CCC(=O)Nc1ccccc1OC)c1ccccc1	104	-10	0	-2	96	-7	97	98
CC(Sc1nnc2c(n1)[nH]c1ccccc12)C(=O)N(C)C1CCCCC1 (stereo not drawn)	174[may fluoresce violet]	2	13	-4	99	3	96[may fluoresce violet]	61[may fluoresce violet]
COc1ccc(/C=C/C(=O)OCC(=O)Nc2ccc(Cl)cc2F)cc1S(=O)(=O)N1CCOCC1	100	9	-1	7	97	3	91	101
Cc1ccccc1OCC(=O)N/N=C/c1sc(=O)n(Cc2cccc(C(=O)O)c2)c1Cl	99	-2	1	-4	101	-14	102	97
COc1nc(NCCc2ccc(OC)c(OC)c2)nc(OC)n1	90	5	4	1	94	5	93	92
Cn1cnnc1SCC(=O)Nc1ccccc1C(=O)NC1CC1	103	4	6	1	105	13	94	93
Cc1cc(C)c2c(N)c(C(=O)NCC3CCCCC3)sc2n1	109	-3	18	3	98	-2	113	94
Cc1cc(OC(=O)c2c(F)cc(F)cc2F)nc(C)n1	104	0	-1	-2	107	-5	94	100
Fc1ccc2c(-c3cccc(C(F)(F)F)c3)c(-c3ccccc3)ncc2c1	89	1	2	-10	106	-2	87	98
COC(=O)C1C(=O)CC(C)(O)C(C(=O)OC)C1c1ccc2c(c1)OCO2 (stereo not drawn)	111	-5	-1	-5	101	6	104	101
Cc1ccc(OCCC(=O)OCC(=O)Nc2ccc(Cl)cn2)cc1	106	-4	3	5	83	3	104	105
CCCCn1c(N)c(N(CCC(C)C)C(=O)CCCc2nc3ccccc3s2)c(=O)[nH]c1=O	102	-5	4	-19	107	-6	105	100
Cc1cccc(C)c1Nc1c(-c2ccsc2)nc2ncccn12	71	0	-2	7	104	2	81	99
Cc1ccc2ccc3ccc(C)nc3c2n1	92	-1	11	-5	108	2	114	105
COc1ccc(/C=C2\CCC(C3CCCC3)C2=O)cc1OC (stereo not drawn)	107	1	6	3	116	1	90	103
CCCOc1ccc(C(=O)NNC(=S)NC(=O)c2ccccc2)cc1	94	-8	6	-9	161	-17	152*	108
O=C(CN1CCCCC1)NNC(=O)c1ccc([N+](=O)[O-])cc1	92	0	0	-21	119	-6	88	94
Cc1ccccc1NC(=O)c1c(F)c(F)c(F)c(F)c1F	99	7	-2	32	110	1	96	100
CCc1ccc(NC(=S)NNC(=O)c2ccccc2OC(F)F)cc1	94	-12	49*	13	96	5	103	96
Cc1ccc(C(=O)NNC(=O)CSc2nc(N)cc(N)n2)cc1	104	-5	20	0	97	-4	94	112
Cc1ccc2[nH]c3c(c2c1)CCCC3NC(=O)CCl (stereo not drawn)	87	-3	4	-5	93	3	78	86
CC(NC(=O)Cc1ccccc1)c1cc2c(cc1Br)OCCCO2 (stereo not drawn)	99	-1	0	1	88	6	86	97
NC(=O)CC[C@@H]1NC(=O)[C@H](Cc2ccc(O)cc2)NC(=O)c2cc([N+](=O)[O-])cc(F)c2OCC[C@@H](C(N)=O)NC1=O	94	4	0	-2	98	-1	106	100
O=C(CCc1ccccc1)Nc1ccc2ccccc2n1	97	6	9	-25	97	2	105	101
COc1ccc(Cc2nnc(SCC(=O)N(C)c3ccccc3)o2)cc1	105	-2	-4	2	94	-2	104	106
C/C(CC(=O)Nc1ccc2c(c1)OCO2)=N\NC(=O)C(c1ccccc1)c1ccccc1	108	-2	3	4	108	-4	94	102
CC1CCN(c2ccc3c(c2)S(=O)(=O)c2ccccc2C3=O)CC1	103	-38	29	7	104	-36	113	95
CCC(=O)Nc1ccc2c(c1)nc(CN1CCCCC1)n2C	100	-4	0	-16	99	3	98	101
CCCCOc1ccc(C2CC(=O)NC2=O)cc1 (stereo not drawn)	109	2	1	13	93	1	112	111
Cc1nn(Cc2c(F)c(F)c(F)c(F)c2F)c(C)c1NC(=O)c1c([N+](=O)[O-])cnn1C	103	7	2	-9	105	-12	104	101
CC(C)(CSc1ncccn1)NS(=O)(=O)c1ccccc1	106	7	-1	-8	97	1	96	112
CCOC(=O)C1=C(c2ccccc2)N=c2s/c(=C\c3cccc(O)c3)c(=O)n2C1c1cccs1 (stereo not drawn)	92	-6	-5	2	99	0	97	91
CC(C)CNC(=O)COCc1cc(-c2ccc3c(c2)OCO3)on1	105	-1	12	-1	117	-8	88	103
CCc1ccc[n+](-c2[nH]c(=O)sc2/C=N/N=C(\[O-])CCn2c3ccccc3c3ccccc32)c1	96	-9	-2	-8	83	13	110	97
CC(/C=C/c1ccccc1)=N/NC(=O)Cn1nnc(N)n1	99	11	3	6	92	1	108	98
Cc1cc(C(=O)OCC(=O)Nc2cccnc2Cl)c2ccccc2n1	103	3	1	-30	118	5	100	99
CC1(C)CC[C@@]2(C(=O)O)C(C1)C1=CCC3[C@@]4(C)CC[C@H](O)C(C)(C)C4CC[C@@]3(C)[C@]1(C)C[C@H]2O (stereo partly drawn)	91	3	-3	-1	88	-2	123	93
CN(C(=O)CCNC(=O)N1CC(=O)Nc2ccccc21)C1CCCCC1	94	5	0	-4	94	6	94	100
Cc1c(CCO)c(=O)n(-c2ccccc2)n1S(=O)(=O)c1ccc([N+](=O)[O-])cc1	96	-3	0	-2	104	16	106	93
O=C(NC1CCCC1)C(c1cccnc1)N(Cc1ccc(F)cc1)C(=O)c1csnn1 (stereo not drawn)	104	1	-2	-3	117	4	102	97
Cc1cc(=O)oc2cc(OCC3CC(c4ccc(N(C)C)cc4)=NO3)ccc12 (stereo not drawn)	105	13	25	5	96	17	101	99
CC(C)n1c(SCC(=O)Nc2ccc3c(c2)OCO3)nc2c1c(=O)n(C)c(=O)n2C	97	-3	8	7	85	1	100	95
COc1ccccc1CC(=O)Nc1cccc2c1CCCC2	98	7	-3	5	94	5	95	100
CC[C@@]12C(=O)N(c3ccc(C)cc3)C(=O)N1[C@H](c1ccc(Br)cc1)[C@@H]1C(=O)N(C(C)(C)C)C(=O)[C@@H]12	97	-3	4	1	99	-7	99	106
O/N=C(\c1ccccn1)C1CC1c1ccccc1 (stereo not drawn)	91	-5	-1	-9	91	11	106	92

Some of the entries above in a different format.
Values run as follows: MEP2-GFP yeast | proCasp3 act | AHR act | GASC-1 inh | Yeast superoxide | proCasp7 act | LAP4-GFP MLPCN | RPL19A-GFP yeast
- O/N=C(\c1ccccn1)C1CC1c1ccccc1 (stereo not drawn)
  91 | -5 | -1 | -9 | 91 | 11 | 106 | 92
- COc1ccccc1CC(=O)Nc1cccc2c1CCCC2
  98 | 7 | -3 | 5 | 94 | 5 | 95 | 100
- CC(C)CNC(=O)COCc1cc(-c2ccc3c(c2)OCO3)on1
  105 | -1 | 12 | -1 | 117 | -8 | 88 | 103

Next section
SMILES	MEP2-GFP yeast	proCasp3 act	AHR act	GASC-1 inh	Yeast superoxide	proCasp7 act	LAP4-GFP MLPCN	RPL19A-GFP yeast
COC(=O)c1cccc(N(C(=O)c2ccco2)C(C(=O)NC2CCCC2)c2ccco2)c1 (stereo not drawn)	113	5	9	-9	83	0	100	101
CCCc1cc(=O)[nH]c(SCC(=O)c2cc(C)n(C(C)COC)c2C)n1 (stereo not drawn)	102	-9	7	15	88	17	95	102
CS(=O)(=O)N1c2ccccc2[C@]2(Br)C[C@H]3C(=O)N[C@@H](Cc4ccccc4)C(=O)N3[C@H]12	92	1	8	7	100	-11	109	104
CC1CN(C(=S)Nc2ccccc2)N(c2ccccc2)C1 (stereo not drawn)	93	7	3	-10	89	15	89	95
CCOC(=O)N1CCN(S(=O)(=O)c2ccc(OCC)c3ccccc23)CC1	99	8	1	1	97	13	102	97
CC(=O)Nc1sc(C)c(C)c1C(=O)OC1CCOC1=O (stereo not drawn)	103	12	33	7	116	7	102	101
Cc1cccc(-n2cnc(C(=O)N/N=C/c3ccccc3)c2)n1	103	-2	-7	-4	99	12	104	104
Cc1ccc(NC(=S)c2nc3ccccc3[nH]2)c(C)c1	96	1	94*	-2	99	-6	119	92
COc1ccccc1NC(=O)c1ccc(S(=O)(=O)N2CCC(C)CC2)cc1	104	4	4	-10	136	-11	119	97
COc1ccccc1CC(=O)NNC(=O)c1ccc(C(C)(C)C)cc1	95	.	.	-2	78	.	67	103
COc1ccc(CCNC(=O)c2coc3ccccc3c2=O)cc1OC	105	9	8	35	113	4	94	99
CCCc1nc(SCC(=O)c2ccccc2)c2c(=O)n(C)c(=O)n(C)c2n1	103	-6	17	25	103	-1	111	95
C1CCC(n2nnnc2CN2CCN(C3CCCC3)CC2)CC1	109	5	1	15	92	-4	107	105
COc1ccc(C(C)=O)cc1COC(=O)C1CCN(C(=O)c2ccc(Cl)cc2)CC1	104	-4	1	1	106	9	108	101
CCOC(=O)C1CCN(C(=O)c2cccs2)CC1	109	3	0	-3	103	2	99	93
O=C(COC(=O)CCC1CCCCC1)Nc1ccc(OC(F)F)cc1	122	1	3	-6	83	0	80	93
Cc1cc(NC(=O)CSc2nc(-c3cccnc3)ccc2C#N)no1	96	-13	14	10	97	4	.	99
Cc1ccc(SCCSc2nc(N)cc(=O)[nH]2)cc1	104	-7	27	8	102	2	91	100
CC(C)NC(=O)N(C)C[C@@H]1Oc2ccc(NC(=O)CCN3CCOCC3)cc2CC(=O)N([C@@H](C)CO)C[C@@H]1C	112	2	-1	-1	112	-4	98	101
COc1ccc2cc(C(C)C(=O)N3CCC(C(N)=O)CC3)ccc2c1 (stereo not drawn)	94	1	1	-29	106	-1	93	100
O=C(O)c1ccc(F)c(S(=O)(=O)Nc2ccccc2)c1	97	-1	0	-2	104	18	82	100
S=C(NCCc1ccc(Cl)cc1)NCc1ccccc1	103	3	0	3	114	1	100	115
O=C(NCc1cccc(Cl)c1)c1ccncc1	106	-1	2	-3	87	-2	109	113
COc1ccc(C)cc1NC(=O)CN1C(=O)c2ccccc2S1(=O)=O	105	3	2	7	94	5	95	100
CC1CCCCN1C(=O)COc1ccccc1F (stereo not drawn)	97	-3	10	28	101	-1	100	100
Cc1ccc(S(=O)(=O)N2CCOCC2)cc1NC(=O)CSc1ccc(Cl)cc1	105	2	2	-4	98	0	113	105
N#Cc1nc(COc2ccccc2F)oc1NCCc1ccccc1	100	-10	47	4	84	-1	102	111
Cc1ccc(Cn2c(=S)[nH]c3ccc(N4CCOCC4)cc3c2=O)o1	91	-17	0	0	110	-24	98	93
CCc1ccccc1N/N=C(/C)c1c(O)cc(C)oc1=O	103	-7	4	-1	104	11	93	104
Cc1cc(C)c(NC(=O)c2ccccc2C(=O)c2ccccc2)c(C)c1	101	2	1	4	105	11	105	97
CN(C)C1=NCCN1CC1CCCCC1	101	4	4	-3	111	4	102	99
COc1ccc(-c2cc(C(=O)N3CCN(Cc4ccccc4)CC3)no2)cc1OC	103	-8	-1	0	105	1	101	102
N/C(Cc1nc(-c2ccc(Cl)cc2)cs1)=N/O	94	3	7	6	100	-10	93	97
COC(=O)c1ccc(S(=O)(=O)N2CCc3ccccc32)cc1	109	-8	-2	-8	96	2	106	100
CCN(CC)S(=O)(=O)c1cccc(C(=O)NC(C)C(c2cccs2)N2CCCC2)c1 (stereo not drawn)	104	4	-3	-2	106	9	98	106
